Source: PubChem
EWS-Fli inh = inhibitors of EWS/Fli oncoprotein transcriptional activity. A673 NR0B1-luciferase reporter, viability-normalised. actives 0.67% (n = 350,000). AID 651661. inhibition, % at 12.6 µM;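 active = mean inhibition of at least 50% after viability correction, with every replicate also passing that limit; inconclusive = mean reaches 50% but only one of two replicates passes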;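 note: firefly luciferase signal divided by Alamar Blue viability fluorescence both relative to DMSO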
ARNT TACC3 PPI = disrupts binding between human ARNT and TACC3. AID 623870. inhibition, % at 9.99 µM. Q9Y6A5. AlphaScreen His-ARNT PAS-B/GST-TACC3 binding, luminescence; TACC3 fragment carries E629A point mutation. actives 0.66% (n = 390,000);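 active = mean inhibition of replicates at least 50% and at least half of replicates each reaching 50%; inconclusive = half or more replicates reach 50% but mean below 50%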;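 note: 0% = complete ARNT plus TACC3 wells and 100% = ARNT alone without TACC3; many hits fall short of the cut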
SIRT5 block = blocks human SIRT5 desuccinylation of peptide; Q9NXA8; Purified SirT5, succinyl-peptide AMC, trypsin-coupled fluorescence; inhibition, % at 15 µM; actives 1.1% (n = 330,000); AID 652115; in the data active = inhibition above about 15%; inconclusive = no clear call, values can overlap the other calls
Target sequence (Q9NXA8 whole entry, looked up): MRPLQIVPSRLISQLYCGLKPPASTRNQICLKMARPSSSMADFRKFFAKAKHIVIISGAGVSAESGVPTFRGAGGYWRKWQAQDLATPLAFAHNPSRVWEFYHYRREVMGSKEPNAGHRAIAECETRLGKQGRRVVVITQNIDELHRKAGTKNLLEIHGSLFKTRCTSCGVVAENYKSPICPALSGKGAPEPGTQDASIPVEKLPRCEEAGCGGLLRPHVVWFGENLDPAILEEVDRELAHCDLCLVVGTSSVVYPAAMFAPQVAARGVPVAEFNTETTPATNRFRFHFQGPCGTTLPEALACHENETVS
Casp6 inh = inhibitors of human caspase-6; inhibition, % at 12.5 µM; purified caspase-6, Z-VEID-R110 cleavage fluorescence; actives 0.53% (n = 350,000); P55212;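 active = mean inhibition across replicates at least about 35%, with every replicate also reaching that limit, limit read from the data; inconclusive = only one of the two criteria met; inactive = neither criterion met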;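 note: 0% = median of neutral control wells and 100% = no fluorescence left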
Target sequence (P55212 24-179 limits assumed): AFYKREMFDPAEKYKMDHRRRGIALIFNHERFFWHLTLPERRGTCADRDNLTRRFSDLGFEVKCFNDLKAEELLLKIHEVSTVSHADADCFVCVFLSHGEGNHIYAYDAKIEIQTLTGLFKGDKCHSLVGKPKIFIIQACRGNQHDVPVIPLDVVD
Target sequence (P55212 194-293 limits assumed): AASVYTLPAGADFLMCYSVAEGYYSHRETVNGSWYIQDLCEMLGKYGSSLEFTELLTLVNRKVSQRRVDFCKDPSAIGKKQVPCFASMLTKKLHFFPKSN
LGR2 inh = blocks bursicon-induced cAMP signaling via Drosophila LGR2; inhibition, % at 9.99 µM; actives 0.35% (n = 380,000); HEK293 LGR2, CRE-luciferase, bursicon-stimulated, 4 h;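 active = drop in luminescence signal, shown as inhibition above about 50% in the replicate tests, limit read from the data, passing the limit was not always enough; inconclusive = probably only some replicates passing the limit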;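 note: agonist challenge used bursicon conditioned medium at about half maximal strength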
PAX8 reporter = lowers PAX8-driven luciferase in RMG-I cells; actives 1.2% (n = 360,000); RMG-I TPO-luciferase reporter, SteadyGlo, 24 h; inhibition, % at 12.6 µM;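 active = mean replicate inhibition at least 60% with every replicate also reaching 60%; inconclusive = only one of the two criteria is met; inactive = mean below 60% and not all replicates reaching 60%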;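 note: luciferase light reporting Pax8 driven TPO promoter activity; plate controls were median of neutral control wells for no effect and mitoxantrone controls for full effect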
DENV2 CPE = DENV2-induced cell death inhibition | DENV2-infected cells, cytopathic effect rescue, plate reader | CPE inhibition, % at 9.99 µM | actives 1.7% (n = 350,000) | AID 651640; in the data active = CPE inhibition above about 20%, passing the limit was not always enough; inconclusive = no clear call, values can overlap the other calls; tested in BHK-21 cells;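 note: 0% = median of neutral control wells and 100% = median of positive control wells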
* marks the source's active call; other numbers are inactive results; ? = inconclusive; nt = no result given; & = joins results of further samples; ! = not confirmed by another sample.

A first look, 5 compounds:
Values in the order – PAX8 reporter | DENV2 CPE | EWS-Fli inh | SIRT5 block | ARNT TACC3 PPI | LGR2 inh | Casp6 inh
> Cc1c(NS(=O)(=O)c2ccc3c(c2)NC(=O)CC(=O)N3)cccc1[N+](=O)[O-]
→ 23 | -6 | nt | 1 | 2 | 7 | 6
> O=C(c1cc([N+](=O)[O-])[nH]n1)N1CCSCC1
→ 8 | -1 | -10 | -3 | 1 | 1 | 1
> CO[C@@H](CN(C)C(=O)c1ccccc1F)[C@@H](C)CN([C@@H](C)CO)S(=O)(=O)c1ccc(Cl)cc1
→ nt | -2 | -4 | -2 | -1 | 2 | 3
> Cc1ccc(-c2ccc(CCC(=O)O)n2-c2ccc(C(=O)O)cc2)cc1
→ -43 | 0 | -9 | 3 | -1 | -11 | 20
> Cc1cccc(C)c1NC(=O)CN(C)CC(=O)Nc1sc2c(c1C(N)=O)CCC2
→ 3 | 8 | 12 | 1 | -50 | 5 | 4

The whole of this part, from the first entry:
Values in the order – PAX8 reporter | DENV2 CPE | EWS-Fli inh | SIRT5 block | ARNT TACC3 PPI | LGR2 inh | Casp6 inh
> Cc1c(NS(=O)(=O)c2ccc3c(c2)NC(=O)CC(=O)N3)cccc1[N+](=O)[O-]
→ 23 | -6 | nt | 1 | 2 | 7 | 6
> O=C(c1cc([N+](=O)[O-])[nH]n1)N1CCSCC1
→ 8 | -1 | -10 | -3 | 1 | 1 | 1
> CO[C@@H](CN(C)C(=O)c1ccccc1F)[C@@H](C)CN([C@@H](C)CO)S(=O)(=O)c1ccc(Cl)cc1
→ nt | -2 | -4 | -2 | -1 | 2 | 3
> Cc1ccc(-c2ccc(CCC(=O)O)n2-c2ccc(C(=O)O)cc2)cc1
→ -43 | 0 | -9 | 3 | -1 | -11 | 20
> Cc1cccc(C)c1NC(=O)CN(C)CC(=O)Nc1sc2c(c1C(N)=O)CCC2
→ 3 | 8 | 12 | 1 | -50 | 5 | 4
> O=C(NCCSc1c[nH]c2ccccc12)c1c(F)cccc1F
→ 5 | 1 | 24 | 0 | 2 | 3 | 1
> CN1C(C(=O)Nc2ncccn2)=C(O)c2ccccc2S1(=O)=O
→ -4 | -2 | 1 | -1 | -17 | -16 | 1
> CSCCC(c1nc2ccccc2[nH]1)n1c(=O)c(-c2cc3ccccc3[nH]2)nc2ccccc21 (stereo not given)
→ 23 | 11 | -4 | nt | nt | 4 | 0
> CC(C)OP(=O)(CCP(=O)(OC(C)C)OC(C)C)OC(C)C
→ -17 | -4 | 5 | -1 | -6 | -2 | 3
> C[C@@H]1CN([C@H](C)CO)C(=O)c2cccc(NC(=O)c3nc4ccccc4s3)c2O[C@H]1CN(C)Cc1ccc(C(=O)O)cc1
→ nt | 6 | -2 | -2 | -3 | 1 | 2
> N#C/C=C(/c1ccc(F)cc1)N1CCOCC1
→ -5 | 10 | 10 | -4 | nt | 2 | -3
> CCCSc1nc2sc3c(c2c(=O)n1-c1ccc(OC)cc1)CCN(C)C3
→ 12 | -8 | 9 | 2 | -5 | -7 | 26
> O=C(C[C@H]1C=C[C@H](NC(=O)c2ccc3c(c2)OCO3)[C@H](CO)O1)NCc1ccc(F)cc1
→ nt | 3 | nt | -1 | nt | 14 | 3
> NC(=O)Cc1nc2scc(-c3ccccc3)c2c(=O)[nH]1
→ -3 | 0 | -2 | -1 | nt | 12 | 2
> CC1CCCN(C(=O)CSCC(=O)Nc2nc(-c3cccs3)cs2)C1 (stereo not given)
→ -17 | 2 | 9 | -5 | -6 | nt | 1
> CCN(CC)C(=O)Oc1ccnc2cc(Cl)ccc12
→ 5 | -6 | -2 | 9 | 2 | 15 | -1
> Cc1ccc(NC(=O)CCCCCNS(=O)(=O)c2ccc(C)cc2)cc1
→ -16 | nt | nt | nt | 1 | 7 | nt
> O=C(c1ccc2c(c1)OCO2)N1C[C@@H]2N[C@H](C1)C2c1ccc(-c2cncnc2)cc1 (stereo not given in full)
→ 1&10 | 0&1 | -16&12 | nt | nt | -10 | nt
> Cc1ccc(S(=O)(=O)N(C)C[C@H]2OCCCC[C@H](C)Oc3ccc(NS(=O)(=O)c4c(C)noc4C)cc3C(=O)N([C@@H](C)CO)C[C@H]2C)cc1
→ 39 | 49* | 6 | 9 | -9 | 7 | 0
> Cc1c2cnn(CC(=O)NCCCN3CCCCC3)c(=O)c2c(C)n1Cc1ccccc1
→ 9 | -2 | -2 | 7 | 3 | nt | -46
> COc1ccc(/C=N/n2c(-c3n[nH]c4c3CCC4)n[nH]c2=S)c(OC)c1OC
→ 7 | 5 | 1 | -3 | 3 | -2 | -9
> NC(c1ccccc1)c1csc(NC(=O)NCC2CCCCC2)n1 (stereo not given)
→ 4 | 1 | 17 | -1 | nt | 3 | 0
> CC1(C)CC(Nc2ccc(C(F)(F)F)cc2[N+](=O)[O-])CC(C)(C)N1
→ 6 | nt | 1 | 3 | 1 | 6 | -1
> COc1ccc(S(=O)(=O)N2CC[C@@H]3[C@H](CO)Nc4ccc(-c5cccc(C#N)c5)cc4[C@@H]32)cc1
→ 56 | -18 | 7 | 9 | -5 | 7 | -2
> CCCN(CC(=O)Nc1ccccc1C)C(=O)C1CC(=O)N(c2ccccc2OCC)C1 (stereo not given)
→ 12 | 1 | -1 | 1 | -3 | 8 | -90
> COc1ccc(OCCCC(=O)OC(C)C(=O)Nc2ccc(S(N)(=O)=O)cc2)cc1 (stereo not given)
→ nt | 8 | -1 | -3 | -4 | -6 | -1
> C[C@H](CO)N1C[C@H](C)[C@H](CN(C)C(=O)c2ccccc2F)Oc2ncc(Br)cc2C1=O
→ -2 | 4&5&3 | 1&-2&-3 | 26*! | 1&-2 | -7&5 | 1&-1&1
> Cc1ccc(-n2nnnc2-c2ccccc2)cc1
→ -1 | 4 | -5 | 4 | -5 | -8 | -1
> O=C1C=C(NC2=CC3OC(c4ccccc4)OCC3OC2=O)CCC1 (stereo not given)
→ 19 | ? | -7 | 2 | -24 | 59* | -1
> Cc1csc(SCC(=O)NC2CCC(C)CC2)n1 (stereo not given)
→ -29 | 7 | -7 | -2 | -4 | 2 | 3
> CC1CCN(C(=O)COC(=O)c2cccs2)CC1
→ -97 | -2 | -4 | 0 | 1 | 12 | -2
> COc1ccc(CC(=O)NC(CC(=O)O)c2cccc([N+](=O)[O-])c2)cc1 (stereo not given)
→ 11 | 3 | 4 | -3 | -15 | 14 | 1
> CNc1cc(CSC)nc(SCc2ccc(Cl)cc2Cl)n1
→ nt | 6 | 11 | -2 | -4 | 8 | 3

2 of these compounds in another layout:
Compound	PAX8 reporter	DENV2 CPE	EWS-Fli inh	SIRT5 block	ARNT TACC3 PPI	LGR2 inh	Casp6 inh
NC(=O)Cc1nc2scc(-c3ccccc3)c2c(=O)[nH]1	-3	0	-2	-1	nt	12	2
CC1CCCN(C(=O)CSCC(=O)Nc2nc(-c3cccs3)cs2)C1 (stereo not given)	-17	2	9	-5	-6	nt	1

Single records (already shown). Order of screens: PAX8 reporter | DENV2 CPE | EWS-Fli inh | SIRT5 block | ARNT TACC3 PPI | LGR2 inh | Casp6 inh
C[C@@H]1CN([C@H](C)CO)C(=O)c2cccc(NC(=O)c3nc4ccccc4s3)c2O[C@H]1CN(C)Cc1ccc(C(=O)O)cc1 is entered as nt | 6 | -2 | -2 | -3 | 1 | 2
Cc1cccc(C)c1NC(=O)CN(C)CC(=O)Nc1sc2c(c1C(N)=O)CCC2 is entered as 3 | 8 | 12 | 1 | -50 | 5 | 4
O=C(c1cc([N+](=O)[O-])[nH]n1)N1CCSCC1 is entered as 8 | -1 | -10 | -3 | 1 | 1 | 1
